Screens: PubChem BioAssay, several laboratories
NTR1 ag = NTR1-driven beta-arrestin-GFP spot formation – imaging, U2OS cells, high content, primary screen (AID 493036). activation, % at 20 µM. agonist mode. actives 0.17% (n = 330,000). P30989;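 active means activation at or above 40% of the spot to cytoplasm intensity ratio, with at least 20 cells analyzed; inconclusive means wells under 20 cells, flagged as cytotoxic or low count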;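 further: 0% = DMSO without peptide and 100% = 100 nM NTR1 peptide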
Target sequence (P30989 whole entry, looked up): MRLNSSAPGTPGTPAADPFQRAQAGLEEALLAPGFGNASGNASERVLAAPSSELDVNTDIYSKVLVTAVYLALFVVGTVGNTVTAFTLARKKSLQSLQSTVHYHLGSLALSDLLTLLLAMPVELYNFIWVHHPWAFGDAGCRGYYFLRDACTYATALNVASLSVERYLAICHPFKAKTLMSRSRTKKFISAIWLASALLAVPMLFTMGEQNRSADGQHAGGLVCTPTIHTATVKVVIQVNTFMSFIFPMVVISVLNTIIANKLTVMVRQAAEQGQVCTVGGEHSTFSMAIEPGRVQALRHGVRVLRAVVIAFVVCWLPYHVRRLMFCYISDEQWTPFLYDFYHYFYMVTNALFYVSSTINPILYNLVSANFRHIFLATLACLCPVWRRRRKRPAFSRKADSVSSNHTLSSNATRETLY
NS5 inhibitors = Dengue-2 NS5 methyltransferase inhibitors, primary screen, biochemical, confirmation dose response (AID 588689); Dengue-2 NS5 methyltransferase capping enzyme assay, biochemical; higher % means a stronger effect; inhibition, % at 25 µM, or IC50 in µM where a hit was titrated; actives 0.3% (n = 340,000); in the data active means a potency from the dose series; inconclusive means inhibition above about 29% without an active follow-up result
UTI89 phage lysis = inhibition of K1F phage lysis, E. coli UTI89, bacterial capsule biogenesis inhibitors, alamar blue (AID 488966); actives 0.02% (n = 340,000); one-dose inhibition, % at 100 µM; IC50 in µM for titrated hits; E. coli UTI89 K1F phage lysis, alamar blue, 2 h; higher % means a stronger effect;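 active means phage lysis inhibition, versus mean bacterial control, above a set limit; inconclusive means no clear call, values can overlap the other calls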;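 further: capsule biogenesis inhibitors block K1F phage lysis so surviving cells raise fluorescence; higher fluorescence means more inhibition of phage lysis; actives were called in the ten point dose series up to 300 µM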
AID2073 = disruptors of CaV2.2 binding to Mint1 – biochemical, HTRF (AID 2073); HTRF protein-protein interaction, Mint1-CaV2.2; higher % means a stronger effect; inhibition, % at 20 µM, or IC50 in µM where a hit was titrated; actives 0.19% (n = 290,000); in the data active means inhibition mostly above about 51%, no sharp cut-off; inconclusive means no clear call, values can overlap the other calls; inactive means mostly below about 53%; further: some results filed as inactive read as strong as hits
WT yeast gro inh = growth inhibition of WT yeast, mitochondrial fusion screen. mitochondrial fusion phenotypic screen, WT strain. inhibition, % at 10 µM. actives 2.1% (n = 190,000); in the data active means inhibition above about 58%; tested in S. cerevisiae
LYP phosphatase = PTPN22 lymphoid phosphatase activity blockers – biochemical, fluorescence intensity, uHTS (AID 1779). recombinant LYP phosphatase, fluorescence intensity; higher % means a stronger effect. one-dose inhibition, % at 11.5 µM; IC50 in µM for titrated hits. actives 0.054% (n = 290,000); in the data active means inhibition above about 50%;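 further: plate controls were vehicle with enzyme for no effect and no enzyme for full effect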
GPR35 arrestin U2OS = GPR35 antagonists blocking zaprinast-driven arrestin recruitment, primary screen, imaging, U2OS, beta-arrestin-GFP, zaprinast agonist (AID 2058); U2OS GPR35 beta-arrestin-GFP translocation imaging, zaprinast antagonism; higher % means a stronger effect; inhibition, % at 10 µM, or IC50 in µM where a hit was titrated; actives 0.052% (n = 290,000);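 active means inhibition of at least 50% with at least 30 cells and total cytoplasm GFP at most 10,000,000; inconclusive means under 30 cells or total GFP of 10,000,000 plus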
RSV CPE inhibition = inhibition of RSV-induced cytopathic effect – HEp-2 cells, primary 10 µM value included (AID 2391). actives 0.13% (n = 310,000). HEp-2 cells, RSV-induced CPE inhibition; higher % means a stronger effect. one-dose CPE inhibition, % at 10 µM; IC50 in µM for titrated hits; in the data active means a potency from the dose series; inconclusive means CPE inhibition mostly from about 23% at the one dose, without a potency; inactive means the rest, 99 in 100 with CPE inhibition below about 21%; further: strong numbers were not always called active
Autophagy mod = modulators of autophagy; MEF GFP-LC3 puncta imaging; test concentration mostly 10 µM; AID 463193; actives 0.98% (n = 190,000); calls only at 10 µM (by protocol);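 active means percentage of spot-positive cells more than 3 SD above its plate mean, without a fluorescence outlier flag or 80% toxicity; inconclusive means no clear call, values can overlap the other calls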;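 further: spot-positive cell cutoff set from DMSO-treated cells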
WT yeast gro inh mutant strain = recorded beside WT yeast gro inh, whose call it bears; inhibition, %; mitochondrial fusion phenotypic screen, mutant strain inhibition
Autophagy mod cell loss 18 h = second read-out of Autophagy mod, no call of its own (marks repeat the call); toxicity, %; measured here: cell loss, nuclei count;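 cell loss after 18 h compound exposure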
NTR1 ag cell count 20 µM = recorded beside NTR1 ag, whose call it bears; cell count; measured here: cell count, cytotoxicity flag
* = called active by the depositor; i = inactive; ? = inconclusive; · = not tested or not shown; [ ] = another dose, or the depositor's remark.

entry	SMILES	NTR1 ag	NTR1 ag cell count 20 µM	NS5 inhibitors	UTI89 phage lysis	AID2073	WT yeast gro inh	WT yeast gro inh mutant strain	LYP phosphatase	GPR35 arrestin U2OS	RSV CPE inhibition	Autophagy mod	Autophagy mod cell loss 18 h
1	CNc1c(NS(=O)(=O)c2ccc(OC)cc2)c(=O)oc2ccccc12	-1.3	55	-1%	-0.3%	1%	·	·	-5%	-12%	0.7%	·	·
2	Cc1cccc2cc(CNCC3CCCO3)c(Cl)nc12 (stereo not given)	0.8	30	3%	0.4%	0%	1	1	-8%	0%	2.3%	i	-3
3	COCCCNC(=O)Cn1nnc(-c2ccc(NC(=O)c3ccccc3OC)cc2)n1	1.8	52	-5%	1.9%	-1%	4	-10	-1%	-10%	-0.7%	i	-2
4	CC(C)(C)C1CCC2(CC1)NC(=S)N(c1ccccc1)N2 (stereo not given)	0.5	75	-6%	3.9%	-17%	41	38	-1%	-12%	4.2%	i	-7
5	CCNc1ccc(C(=O)N/N=C/c2c(C)nn(-c3ccccc3)c2N2CCCC2)cc1[N+](=O)[O-]	3.5	69	3%	2.1%	7%	4	0	7%	14%	10%	i	10
6	CN1C(=O)CC(N2CCC(c3nc4ccccc4[nH]3)CC2)C1=O (stereo not given)	-0.3	56	-4%	3.9%	-10%	8	2	-4%	-1%	1.5%	i	-11
7	CCC(C)(C)n1nnnc1C(c1ccc(C)cc1)N1CCN(C(=O)c2ccco2)CC1 (stereo not given)	-0.8	49	-5%	-1.3%	-4%	-11	-11	-3%	1%	4.5%	i	0
8	O=C(CCCN1C(=O)/C(=C/c2ccccc2Cl)SC1=S)NNC(=O)c1ccccc1	9.3	51	8%	0.2%	-8%	-5	17	4%	-9%	4.2%	i	5
9	O=C1CCCc2nc(N3CCN(c4ccccc4)CC3)ncc21	-1.9	99	0%	0.4%	15%	12	-26	-8%	-5%	0.9%	i	24
10	Cc1ccc(CNC(=O)C(NS(=O)(=O)c2ccc3nc(C)sc3c2)C(C)C)cc1 (stereo not given)	4.1	66	-7%	-3.0%	1%	-9	3	-5%	0%	0.4%	i	5
11	COc1ccc(C(=O)NCc2c(C)oc(C)c2C(=O)O)cc1	-0.6	75	2%	0.3%	6%	·	·	-13%	2%	1.5%	·	·
12	Cc1oc(-c2cccc(C(F)(F)F)c2)nc1CN1CCC[C@H]1CO	0.4	30	-15%	1.2%	8%	-11	-10	6%	-2%	0.8%	i	5
13	CN1/C(=C\C(=O)Nc2ccc(Br)cc2)C(C)(C)c2ccccc21	8.8	51	-1%	0.5%	8%	87*	16*	-3%	1%	?	i	-1
14	Nc1nonc1-n1nnc(C(=O)N/N=C/c2cccc(F)c2)c1CN1CCCC1	0.6	73	-9%	0.5%	·	·	·	·	·	2.6%	·	·
15	Cc1ccc(S(=O)(=O)N2CCCCC2)cc1NC(=O)c1cccs1	-1.3	52	6%	0.6%[50 µM]	·	·	·	·	·	1.8%	·	·
16	Nc1nonc1-n1nnc(C(=O)N/N=C/c2cccnc2)c1CSc1ccccc1	1.2	72	-8%	-0.1%	3%	·	·	-5%	-2%	0.1%	·	·
17	CC1COC(C)(CC(=O)NN2C(=O)c3ccccc3C2=O)O1 (stereo not given)	0.9	43	-1%	0.4%	-1%	-9	11	-6%	4%	1.3%	i	7
18	O=C(c1nc2ccccn2c1CN1CCCC(OCc2ccccc2)C1)N1CCCC1 (stereo not given)	-0.9	82	0%	-0.9%	6%	9	6	-8%	4%	-1.0%	i	-3
19	CC(=O)c1cccc(NC(=O)CCC(=O)c2ccc(F)cc2)c1	1.8	95	5%	0.4%	3%	·	·	-2%	4%	·	·	·
20	COc1ccc(NC(=S)NC2CCCCCC2)c(OC)c1	1.2	38	-1%	6.7%	-35%	64*	36*	-10%	-6%	0.6%	i	-9

2 records picked at random from those above:
entry	SMILES	NTR1 ag	NTR1 ag cell count 20 µM	NS5 inhibitors	UTI89 phage lysis	AID2073	WT yeast gro inh	WT yeast gro inh mutant strain	LYP phosphatase	GPR35 arrestin U2OS	RSV CPE inhibition	Autophagy mod	Autophagy mod cell loss 18 h
19	CC(=O)c1cccc(NC(=O)CCC(=O)c2ccc(F)cc2)c1	1.8	95	5%	0.4%	3%	·	·	-2%	4%	·	·	·
18	O=C(c1nc2ccccn2c1CN1CCCC(OCc2ccccc2)C1)N1CCCC1 (stereo not given)	-0.9	82	0%	-0.9%	6%	9	6	-8%	4%	-1.0%	i	-3

Among those listed so far, these contain fluorine:
entry	SMILES	NTR1 ag	NTR1 ag cell count 20 µM	NS5 inhibitors	UTI89 phage lysis	AID2073	WT yeast gro inh	WT yeast gro inh mutant strain	LYP phosphatase	GPR35 arrestin U2OS	RSV CPE inhibition	Autophagy mod	Autophagy mod cell loss 18 h
12	Cc1oc(-c2cccc(C(F)(F)F)c2)nc1CN1CCC[C@H]1CO	0.4	30	-15%	1.2%	8%	-11	-10	6%	-2%	0.8%	i	5
14	Nc1nonc1-n1nnc(C(=O)N/N=C/c2cccc(F)c2)c1CN1CCCC1	0.6	73	-9%	0.5%	·	·	·	·	·	2.6%	·	·
19	CC(=O)c1cccc(NC(=O)CCC(=O)c2ccc(F)cc2)c1	1.8	95	5%	0.4%	3%	·	·	-2%	4%	·	·	·

(cont.)
entry	SMILES	NTR1 ag	NTR1 ag cell count 20 µM	NS5 inhibitors	UTI89 phage lysis	AID2073	WT yeast gro inh	WT yeast gro inh mutant strain	LYP phosphatase	GPR35 arrestin U2OS	RSV CPE inhibition	Autophagy mod	Autophagy mod cell loss 18 h
21	Cn1c(=O)c2c(nc(CN3CCN(Cc4ccccc4)CC3)n2Cc2cccc(Cl)c2)n(C)c1=O	6.9	89	-4%	5.3%	?	8	4	1%	2%	-1.0%	i	-3
22	CCCS(=O)(=O)c1nc(S(=O)(=O)c2ccc(C)cc2)c(NCc2ccc3c(c2)OCO3)s1	0.7	52	-7%	1.4%	11%	5	-5	2%	-2%	-0.5%	i	-17
23	O=C(NC(=O)c1ccccc1)OCCN1C(=O)c2ccccc2C1=O	0.3	51	-6%	0.2%	5%	-4	25	-11%	14%	1.7%	i	-7
24	Nc1nc2ccccc2n1CCOc1ccccc1Cl	-1.2	29	-2%	-0.7%	0%	19	19	-7%	8%	7.4%	i	22
25	CCCCn1c(SCC(=O)N2CCC(C)CC2)nc2cc(S(N)(=O)=O)ccc21	44*	54*	4%	2.0%	0%	-15	-7	0%	-4%	2.0%	i	-9
26	Cc1cc(C)cc(N(CCC#N)C(=O)COC(=O)c2nc3nc(C)cc(C)n3n2)c1	-0.1	47	-3%	-1.4%	·	·	·	·	·	-0.6%	·	·
27	Cc1cc(C(C)C)n2c(nc3ccccc32)c1C#N	1.6	90	·	·	36%	23	8	-2%	-12%	-1.1%	i	-6
28	CC(=O)N(CN1C(=O)C2CC=CCC2C1=O)c1cccc(Cl)c1 (stereo not given)	-2.0	62	10%	0.4%	1%	14	20	-9%	-14%	2.1%	i	-12
29	CCC1SC(=NC(=O)c2ccc(Cl)c(Cl)c2)NC1=O (stereo not given)	-0.1	88	-2%	-0.8%	-10%	19	14	0%	-5%	-1.0%	i	-5
30	CC(C)CC(=O)N(c1ccc(F)cc1)C1C=CS(=O)(=O)C1 (stereo not given)	-1.9	38	-2%	0.7%	-6%	-3	1	-9%	-1%	0.3%	i	1
31	Cc1ccc(Cc2c(C)nc3nc(SCC(=O)NCc4ccco4)nn3c2C)cc1	-1.0	93	2%	0.2%	6%	3	5	1%	-3%	1.6%	i	32
32	Nc1ccc(Oc2ccccc2F)nc1	1.5	50	-5%	0.0%	-4%	·	·	-13%	-10%	0.5%	·	·
33	COc1ccc(C(=O)N[C@H](C(=O)NCc2ccc(C)cc2)C(C)C)cc1	-0.8	50	-12%	-0.2%	4%	·	·	-12%	-12%	1.6%	·	·
34	C[C@H](NC(=O)c1[nH]cnc1C(=O)Nc1ccon1)c1ccccc1	1.5	49	-7%	-0.8%	·	·	·	·	·	-0.2%	·	·
35	COc1ccccc1C(=O)NCC(=O)N1CC=C(c2ccccc2)CC1	2.5	45	-11%	0.2%[50 µM]	·	·	·	·	·	1.3%	·	·
36	O=C(Nc1ccc(Oc2cccc3ccccc23)cc1)c1ccco1	3.0	62	-7%	0.4%	-3%	79*	68*	-2%	26%	20%	i	3
37	CC(C)Cc1csc(NC(=O)c2ccc(Cl)cc2)c1C(=O)O	3.6	55	19%	3.2%	-3%	2	10	-2%	1%	15%	i	8
38	Cc1ccc2cccc(N=Cc3c(C)[nH]n(-c4ccccc4)c3=O)c2n1	·	·	-5%	1.8%[50 µM]	?	21	9	0%	12%	-1.1%	i	16
39	COc1cccc(C2CC(c3cccs3)=NN2S(C)(=O)=O)c1 (stereo not given)	-1.0	32	-2%	-0.7%	-6%	-2	-5	-7%	-12%	2.2%	i	16
40	CC1(NC(=O)NCc2ccco2)CCS(=O)(=O)C1 (stereo not given)	1.3	89	12%	0.0%	12%	-3	3	-7%	12%	-0.2%	i	-4
41	O=C(Nc1ccccc1Cl)Nc1cccc2cccnc12	0.0	55	-11%	-0.8%	22%	·	·	-5%	3%	16%	·	·
42	Cc1[nH]nc(N=Cc2c(O)n(C)c(=O)n(C)c2=O)c1-c1ccccc1	0.8	77	·	·	12%	·	·	-6%	8%	4.2%	·	·
43	Cc1ccc(CN2CCN(Cc3cnc(N4CCOCC4)s3)CC2CCO)o1 (stereo not given)	-1.9	75	-4%	0.2%	-8%	-7	-8	-8%	15%	0.8%	i	-11
44	N#CCC(=O)Nc1ncn(Cc2ccccc2Cl)n1	1.1	75	-7%	1.6%	0%	-6	-23	-6%	5%	1.4%	i	-6
45	O=C(COC(=O)CCc1ccccc1)Nc1ccccc1OC(F)F	2.8	59	-4%	-0.2%	-8%	·	·	-3%	7%	1.0%	·	·
46	CSc1nc2ccc(NC(=O)CSc3nnc(N)s3)cc2s1	1.9	55	0%	-1.2%	1%	-5	-2	-3%	-8%	3.5%	i	-12
47	Cc1ccc(C(=O)OCC(=O)Nc2ccc3c(c2)OCO3)cc1S(=O)(=O)N1CCOCC1	-1.2	10	-6%	3.3%	4%	-16	-5	-3%	3%	3.2%	i	-4
48	COc1ccc(CC(=O)NCc2nnc(SCc3ccc(C)cc3)n2C)cc1	4.3	88	0%	0.0%	-2%	-4	-22	-5%	-7%	0.8%	i	-1
49	O=S(=O)(Nc1cccc2ccccc12)c1ccccc1F	-1.7	62	-1%	0.1%	1%	·	·	-6%	5%	?	·	·
50	COCCNC(=O)C(=O)NNC(=O)COc1ccc(OC)cc1	0.2	87	-3%	0.0%	8%	13	7	-3%	-8%	1.1%	i	-14
51	COc1cc(C(c2sc3nc(C)nn3c2O)N2CCN(c3ccccc3)CC2)cc(OC)c1OC (stereo not given)	-1.9	68	-3%	-2.3%	20%	-1	-5	0%	-5%	3.8%	i	-11
52	O=C(c1cccnc1)N1CCN(S(=O)(=O)c2ccc(Cl)cc2)CC1	0.4	80	1%	0.2%	5%	4	1	-1%	3%	1.4%	i	-3

An unsorted share of the library; overall some 2.6% were active at least once.
